DRD3 agonist: qHTS of D3 Dopamine Receptor Agonist: qHTS; D(3) dopamine receptor (Homo sapiens), P35462; D3R DiscoveRx beta-arrestin cells, luminescence, 90 min; max activation, %; hit rate 0.58% among 410,000; AID 652048, 2013; in the data active = max activation above about 30%; note: 0% is about no effect; mostly tested at two doses, the higher about 12 µM
Target sequence (P35462 whole entry, looked up): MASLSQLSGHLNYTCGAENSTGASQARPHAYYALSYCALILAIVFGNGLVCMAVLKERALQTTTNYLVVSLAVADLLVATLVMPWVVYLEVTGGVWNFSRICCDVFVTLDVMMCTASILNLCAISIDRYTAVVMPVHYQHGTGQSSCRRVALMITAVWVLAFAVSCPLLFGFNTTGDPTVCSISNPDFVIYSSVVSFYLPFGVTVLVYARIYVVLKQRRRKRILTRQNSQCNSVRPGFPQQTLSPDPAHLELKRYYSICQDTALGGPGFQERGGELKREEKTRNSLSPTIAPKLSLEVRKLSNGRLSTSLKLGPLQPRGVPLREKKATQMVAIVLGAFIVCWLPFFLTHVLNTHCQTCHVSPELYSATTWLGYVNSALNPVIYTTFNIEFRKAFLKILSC
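Cells at 1500/well, incubated overnight, then treated with pinned compounds (dopamine as control) for 90 min at 37 degrees C. DiscoveRx reagent added for 30 - 60 minutes at room temperature; luminescence read.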
HT1080-NT tox: qHTS for induction of synthetic lethality in tumor cells producing 2HG: qHTS for the HT-1080-NT fibrosarcoma cell line; HT-1080-NT fibrosarcoma viability, CellTiter-Glo ATP luminescence, 48 h; Potency, µM (top dose mostly 46.1 µM), without a hit: at the top dose activity, negative = less viability, usual class: cytotoxic; hit rate 1.6% among 360,000;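 note: NT is the 2HG producing partner of a matched IDH1 knockdown line; potency is the fitted concentration of half-maximal effect; 0% = DMSO-treated cells and -100% = media-only wells without cells; nearly all actives have a fitted effect of over 55% in size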
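Fibrosarcoma NT cells, 750 per well in 5% FBS RPMI, were exposed to compound for 48 hours. Viability: CellTiter-Glo luminescence.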
GLP1R cytotox: qHTS of GLP-1 Receptor Inverse Agonists: Cytotox Screen; hit rate 0.13% among 410,000; HEK293 cAMP-luciferase reporter cells, luminescence, 24 h; AID 624418, 2012; Potency, µM (titrated, usually from 38.3 µM), inactives show top-dose activity change, negative = inhibition, most hits filed as inhibitors;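 note: loss of luciferase light is scored as toxicity; potency is the fitted concentration of half-maximal effect; % is set by controls: 0 for no effect and ±100 for the full control effect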
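Cells in DMEM/10% Nu serum/1% pen-strep, 1536-well format. Pre-incubated 12 h, dosed with 23 nL compound, incubated a further 24 h. Luciferase detection, 12 min at room temp, luminescence.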
KB-3-1 cytotox: qHTS assay for MDR1-selective chemotherapeutics: Primary screen using the parental adenocarcinoma cell KB-3-1; AID 1347075, 2019; hit rate 1.4% among 400,000; Potency, µM (series often up to 46.1 µM), for the others: at the top dose activity change, negative = cytotoxic, actives largely listed as cytotoxic; KB-3-1 viability, CellTiter-Glo ATP luminescence, 72 h; note: potency is the fitted concentration of half-maximal effect; % is set by controls: 0 for no effect and ±100 for the full control effect; nearly all actives have a fitted effect of over 60% in size
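Parental KB-3-1 viability, qHTS format: 72 h compound exposure, 37 °C; CellTiter-Glo; media-only wells and DMSO plates as controls; concentration-effect fits on corrected data.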
MCF10A rerep: A quantitative high throughput screen for small molecules that induce DNA re-replication in MCF 10a normal breast cells; MCF 10A DNA re-replication, Hoechst nuclear intensity, 48 h; Potency, µM (titrated, usually from 46.1 µM), for inactives: top-dose activity, positive = re-replication, usual class: activators; hit rate 2.9% among 350,000; note: potency is the fitted concentration of half-maximal effect; % of control where 0% means no effect; nearly all actives have a fitted effect of over 50% in size
HT1080 IDH1KD tx: qHTS for induction of synthetic lethality in tumor cells producing 2HG: qHTS for the HT-1080-IDH1KD cell line | HT-1080 IDH1 knockdown viability, ATP luminescence, 48 h | Potency, µM (top dose mostly 46.1 µM), for inactives: at the top dose activity, negative = toxicity, actives largely listed as cytotoxic | hit rate 2% among 360,000 | AID 686971, 2013;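 note: potency is the fitted concentration of half-maximal effect; 0% = DMSO wells and -100% = cell-free medium wells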
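Knockdown cells (IDH1KD HT-1080) received compounds 2 h after plating at 750 cells/well and were kept 48 h at 37 °C in 5% FBS RPMI. A CellTiter-Glo luminescence read gave % activity for curve fitting.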
IL1B secr inh: qHTS for Inhibitors of Inflammasome Signaling: IL-1-beta AlphaLISA Primary Screen | hit rate 4.7% among 360,000 | activity change, % at 57.5 µM | THP-1 LPS/ATP IL-1B secretion, AlphaLISA, 16 h; stronger effect = lower value; in the data active = activity change below about -50%; inconclusive = mostly about -30% to -49%; note: % is set by controls: 0 for no effect and ±100 for the full control effect
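THP-1 cells pretreated 1 hr with compounds (up to 57.5 uM final), then stimulated with LPS (250 ng/mL final) plus ATP (1.25 mM final); secreted IL-1B measured by AlphaLISA after 16 hr, decreased signal indicating inhibition.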
SW480 rereplic: A quantitative high throughput screen for small molecules that induce DNA re-replication in SW480 colon adenocarcinoma cells; SW480 DNA re-replication, Hoechst DNA content imaging, 48 h; Potency, µM (highest dose often 46.1 µM), inactives show at the top dose re-replication activation, usual class: activators; hit rate 1.8% among 340,000; AID 624297, 2012; note: potency is the fitted concentration of half-maximal effect; % of control where 0% means no effect; nearly all actives have a fitted effect of over 55% in size
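Per well, 250 cells were exposed to pinned compound for 48 hr. Nuclear DNA was visualised with Hoechst (40 min, 37 C) and total object intensity recorded by fluorescence scanning.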
KB-V1 MDR tox: qHTS assay for MDR1-selective chemotherapeutics: Primary screen using the drug-selected MDR subline cells KB-V1. KB-V1 MDR cells viability, CellTiter-Glo, 72 h. Potency, µM (highest dose often 46.1 µM), for the others: top-dose activity change, negative = cytotoxicity, hits mostly cytotoxic. hit rate 3.4% among 400,000; note: potency is the fitted concentration of half-maximal effect; % is set by controls: 0 for no effect and ±100 for the full control effect; nearly all actives have a fitted effect of over 60% in size
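KB-V1, DMEM (no phenol red) + 10% FBS; cpd pin-transferred, titration series; 72 h, 37 degrees C; CellTiter-Glo, luminescence. Data normalized, curve-fit.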
Numbers without * were called inactive; ? = inconclusive; nt = no result given; & = joins results of further samples; [ ] = remark or other dose. Unless noted, calls come from the whole dose curve; as a rule, active = well fitted curve in the direction sought with a large enough effect; inconclusive = small, poorly fitted or top-dose-only effect, or another doubt; inactive = no such curve, though single readings can be large; an effect the other way counts as inactive or inconclusive.

SMILES	DRD3 agonist	HT1080-NT tox	GLP1R cytotox	KB-3-1 cytotox	MCF10A rerep	HT1080 IDH1KD tx	IL1B secr inh	SW480 rereplic	KB-V1 MDR tox
COc1ccc(CCNC(=O)c2cnc3sc(N4CCC(C)CC4)nn3c2=O)cc1OC	0	nt	-12%	11%	nt	nt	nt	nt	2%
CC1CC(Nc2ccccc2)=NC1(C)C (stereo unspecified)	8	7%	-6%	7%	-8%	6%	41	-6%	9%
O=C(Nc1ccc(N2CCCCC2)c(S(=O)(=O)Nc2ccccc2Cl)c1)c1cccnc1	-18	0%	-3%	nt	18µM*	-29%	?	?	nt
Cc1ccc(S(=O)(=O)NC(CC(C)C)C(=O)NCCCn2nc(C)cc2C)cc1 (stereo unspecified)	4	-3%	1%	3%	15%	0%	-14	-13%	?
CCOC(=O)C1=C[C@@H](C(C)(C)C)N(S(=O)(=O)c2ccccc2C)[C@H]1c1ccc(Cl)cc1	3	-5%	5%	-3%	nt	?	-2	nt	-24%
CCOC(=O)Nc1ccc2c(c1)nc1n2CCN(CCOC)C1	-19	-3%	-2%	-11%	-4%	-2%	-10	2%	3%
Cc1ccccc1-n1nc2c(c1NC(=O)c1c(-c3ccccc3Cl)noc1C)CSC2	-11	-1%	?	-12%	?	-16%	-6	17%	-17%
Cc1cc(NC(=O)COC(=O)CCn2c(C)csc2=O)c([N+](=O)[O-])cc1C	1	-1%	0%	5%	nt	1%	-16	nt	6%
O=C1/C(=C/c2ccc(F)cc2)SC(=S)N1CC(=O)N1CCCCC1c1cccnc1 (stereo unspecified)	0	7%	-2%	1%	-4%	?	18	-11%	-1%
CC(=O)Nc1ccc(/C(N=Nc2ccccc2)=N/N=C(N)N)cc1	-9	-16%	?	-2%	-1%	1%	-1	0%	-15%
CC(C(=O)N(C)c1ccccc1)N1CCN(C(=O)c2ccccc2)CC1 (stereo unspecified)	11	11%	-3%	1%	-3%	13%	-10	-3%	-12%
CC(C)Cn1c(/C=N/Nc2nc3ccccc3[nH]2)nc2ccccc21	-1	?	7%	16µM*	10%	?	62	?	?
Cc1sc2nc3c(SC(C)C(=O)O)cc(C(=O)c4ccccc4O)cn3c(=O)c2c1C (stereo unspecified)	2	1%	-16%	13%	16µM*	4%	?	-6%	0%
COc1cc([C@@H]2Nc3c(F)cccc3[C@@H]3C=CC[C@@H]32)cc(Br)c1OC	19	nt	19%	4%	nt	nt	nt	nt	-5%
O=C(Cn1nnc2ccccc21)NC1CCCCC1	2	20%	-8%	8%	-3%	24%	-11	3%	-2%
COc1ccc(NS(=O)(=O)c2cccc(C(=O)N/N=C/c3ccccc3OC)c2)cc1	2	-4%	9%	-5%	4%	8%	13	-3%	31%
CCOC(=O)N1CCN(Cc2nc3ccc([N+](=O)[O-])cc3c(=O)n2-c2ccccc2F)CC1	3	?	-24%	?	-6%	-18%	31	?	?
COc1ccc(C(CNC(=O)COc2ccc(C)c(C)c2)N2CCCCC2)cc1 (stereo unspecified)	-17&-20	-13%	-12%&0%	-8%&0%	?	-1%	4	-15%	-5%&2%
Cc1ccc(CNC(=O)CN2C(=O)CSc3ccc(S(=O)(=O)N(C)C)cc32)cc1	-12	nt	7%	7%	nt	nt	nt	nt	-3%
O=C1COc2ccc(C(=O)NC3CC3)cc2N1	-8	14%	-2%[0.307 µM]	-5%	0%	8%	-5	-4%	-3%
Cc1ccc2c(c1)N(CC(=O)N1CCCCCC1)C(=O)C(C)O2 (stereo unspecified)	3	8%	-10%	17%	6%	8%	-4	-6%	14%
O=C(NC1CC1)C1CCCN1S(=O)(=O)c1ccc2ccccc2c1 (stereo unspecified)	-1	-9%	-35%	16µM*	6%	-22%	33	?	?
O=C(NCCC1CCCCN1S(=O)(=O)c1ccc(Cl)cc1)C(=O)NCCN1CCOCC1 (stereo unspecified)	3	1%	-4%	?	4%	11%	-19	-1%	-18%
Cc1ccc(N2CCN(C(=O)c3cccn4c(=O)c5ccc(Cl)cc5nc34)CC2C)cc1 (stereo unspecified)	-1	nt	1%	6%	nt	nt	nt	nt	23%
C=CCNC(=O)Nc1cc(Cl)ccc1OC	-3	27%	0%	6%	1%	25%	?	-8%	1%

Look-ups from the list:
Reading for CC1CC(Nc2ccccc2)=NC1(C)C (stereo unspecified) under MCF10A rerep: -8%
Reading for Cc1ccccc1-n1nc2c(c1NC(=O)c1c(-c3ccccc3Cl)noc1C)CSC2 under KB-3-1 cytotox: -12%

(list continues)
SMILES	DRD3 agonist	HT1080-NT tox	GLP1R cytotox	KB-3-1 cytotox	MCF10A rerep	HT1080 IDH1KD tx	IL1B secr inh	SW480 rereplic	KB-V1 MDR tox
C/C(=N\NC(=O)CN1CCN(S(=O)(=O)c2ccc(C)cc2)CC1)c1cccnc1	-17	19%	-2%	18%	-1%	13%	24	-8%	-7%
Cc1cc(C)cc(C(=O)n2nc(C)c(S(=O)(=O)N3CCOCC3)c2C)c1	-5	nt	-3%	8%	nt	nt	nt	nt	7%
Cc1ccc2cc(C#N)c(SCC(=O)N3CCCC3)nc2c1	-17	-1%	3%	1%	1%	8%	-18	1%	?
COc1ccc(CSc2nnnn2-c2ccc(C(=O)O)cc2)cc1	2	1%	1%	7%	-1%	4%	-3	-9%	0%
O=C(CCc1c[nH]c2ccccc12)N1CCN(S(=O)(=O)c2ccc(F)cc2)CC1	14	-14%	-6%	-7%	7%	-10%	-13	-68%[inhibitor]	0%
CCN(CC)S(=O)(=O)c1ccc2nc(COC(=O)c3n[nH]c4ccccc34)[nH]c2c1	1	-2%	13%	11%	1%	-13%	5	1%	18%
CC(NC(=O)c1ccc(Br)cc1Br)c1ccccc1 (stereo unspecified)	-3	7%	5%	0%	8%	0%	2	-1%	-2%
Cc1cc2oc(C(=O)Nc3nonc3C)c(C)c2cc1Cl	-9	10%	0%	-1%	-1%	6%	-6	-7%	-14%
CCOc1ccc(S(=O)(=O)N(C)c2ccc(OCC(=O)NCc3cccnc3)cc2)cc1	-6	-3%	0%	-3%	-9%	-7%	21	-8%	?
O=C(COc1ccc(-c2ccccc2)cc1)N1CCN(C(=O)c2cccnc2)CC1	-2	-4%	-7%	?	-1%	-3%[9.24 µM]	-12	-3%	?
CC(=CC(=O)c1ccccc1)c1ccccc1	-3	-1%	3%	-1%	-12%	16%	-5	-2%	4%
O=S(=O)(N1CCCCC1)N1CCCN(S(=O)(=O)N2CCCCC2)CC1	5	3%	-8%	-3%	4%	3%	10	-1%	0%
COc1ccc(-c2cc(C(F)(F)F)n3nc(C(=O)Nc4cccc(Cl)c4C)cc3n2)cc1	15	nt	-7%	?	nt	nt	nt	nt	14%
CCOC(=O)c1cc(-c2sc(NC(=O)c3ccccc3)nc2C)n(Cc2ccccc2)n1	8	-28%	-8%	23µM*	nt	?	-4	nt	?
Cc1ccc(NC(=O)CSc2nc3nn(-c4ccccc4)c(=O)c-3c3n2CCCCC3)cc1F	-1	3%	-4%	6%	-3%	0%	-11	-21%	-27%
Cc1ccccc1CNC(=O)c1ccccc1C	-8	0%	76%[activator]	-8%	4%	-1%	1	-2%	0%
Cc1cc2cc(C(c3nnnn3Cc3ccco3)N3CCCCC3)c(=O)[nH]c2cc1C (stereo unspecified)	3	3%	10%	7%	-1%	22%	-22	0%	?
CCN(c1ccccc1)S(=O)(=O)c1cc(NC(=O)CN2CCN(C)CC2)ccc1Cl	-4	-17%	-20%	-4%	6%	-12%	-22	?	-4%
COc1ccc(C(OCC(O)CNC(C)c2ccccc2)c2ccc(OC)cc2)cc1 (stereo unspecified)	-5	?	?	-28%	?	21µM*	-98*	?	?
O=C(O)CCCCCNS(=O)(=O)c1c(Cl)cccc1Cl	3	6%	-6%	9%	4%	6%	3	-8%	22%
CCOc1ccc(NC(=O)CC2C(=O)N(c3ccc(OC)c(Cl)c3)C(=S)N2C2CC2)cc1 (stereo unspecified)	9	-6%	?	nt	13%	-15%	9	19%	nt
Cc1ccc(C)c(NC(=S)NCCc2ccc(F)cc2)c1	-4	-2%	?	4%	?	-1%	-67*	?	-21%
CCOC(=O)c1c(NC(=O)c2cc(-c3cccc(Cl)c3)on2)sc(C)c1C	-27	nt	-6%	-2%	nt	nt	nt	nt	-11%
CCSc1ncnc2sc(C)c(C)c12	4	0%	-12%	-1%	0%	8%	27	-3%	18%
CCOC(=O)c1ccccc1NC(=O)c1c2c(nc3ccccc13)C(=O)N(C1CCCCC1)C2	4	nt	1%	3%	nt	nt	nt	nt	19%
CCN1C(=O)S/C(=C/c2ccc(Sc3nc4ccccc4[nH]3)o2)C1=O	15	-12%	-8%	-1%	?	?	0	1.5µM*	?
Clc1ccc(-c2nc(C3CCCCC3)no2)cc1	1	16%	-3%	21%	?	17%	2	1%	4%
CCOc1ccc(NC(=O)CN2CCN(CC(=O)Nc3ccc4c(c3)OCO4)CC2)cc1	3	3%	-5%	3%	?	11%	-5	2%	-7%
O=C(c1ccc(NS(=O)(=O)c2cccc(C(F)(F)F)c2)cc1)N1CCCC1	16	4%	-2%	nt	-1%	-11%	20	-3%	nt
